Source: PubChem
KLF5 inh: suppresses KLF5 promoter-driven expression; DLD-1 KLF5 promoter-luciferase reporter, luminescence; inhibition, % at 5 µM; 290,000 compounds, 0.23% hits;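 active means inhibition above a per-plate limit of that plate's mean compound inhibition plus 3 SD, cut at about 60% in these data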;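 further: 0% = DMSO wells and 100% = LY294002 at 200 µM; higher means less KLF5 promoter-driven luciferase light; inactives centre near -14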
SKKanGAS inh: blocks kanamycin growth of S. pyogenes SKKanGAS strain; BacTiter-Glo, 6 h; inhibition, % at 7.5 µM; 300,000 compounds, 1.3% hits;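 active means mean replicate score, as percent of positive control median, at least 50; inconclusive means mean below 50 but one replicate at or above 50; inactive means mean and every replicate below 50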;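 further: strain carries kanamycin resistance gene driven by streptokinase promoter and grows in 40 µg/ml kanamycin; loss of luminescence reflects streptokinase promoter inhibition or plain growth inhibition; 0% = median of DMSO wells and 100% = positive control at its reference dose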
AI-2 QS mod: Vibrio harveyi AI-2 quorum sensing modulation | activity change, % at 7.5 µM | 300,000 compounds, 0.4% hits | Vibrio harveyi JMH597 AI-2 luminescence/OD600 ratio, 9 h; active compounds read low; strain lacks LuxN and CqsS sensors; 0 = neutral-control median; in the data active means activity change below about -75%, passing the limit was not always enough; inconclusive means no clear call, values can overlap the other calls;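 further: luminescence divided by OD600 gain over 9 h not by final OD600 alone; inactives centre near 13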
aSyn 5UTR inh: 5' untranslated region of α-synuclein, MLPCN primary screen; alpha-synuclein 5'UTR reporter, inhibitor activity; 300,000 compounds, 0.82% hits; inhibition, % (tested at 7.5 µM); in the data active means inhibition above about 60%; inconclusive means no clear call, values can overlap the other calls;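 further: H4 neuroglioblastoma cells stably carrying SNCA 5'UTR luciferase fusion; 0% = DMSO wells and 100% = positive control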
IEC-6 tox: kills IEC-6 intestinal cells in KLF5 counter-screen. 290,000 compounds, 0.78% hits. inhibition, % at 5 µM. IEC-6 cytotoxicity, luminescence viability; in the data active means inhibition above about 22%;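 further: 0% = plate median of test compound wells and 100% = cytotoxic reference compound wells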
HSF1 activator: increases HSF-1 driven luciferase reporter signal; NIH3T3-HGL HSF-1 luciferase reporter, MG132, 8 h; 100% = twice DMSO control signal; activation, % at 9 µM; 300,000 compounds, 1.7% hits; AID 504408;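 active means mean replicate activation of at least 50% with a set share of replicates each reaching 50%; inconclusive means only one of those two conditions met; inactive means mean below 50% and too few replicates reaching it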;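 further: 0% = median of the neutral control wells and 100% = twice that signal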
HSP90 inh: blocks HSP90-mediated luciferase refolding in reticulocyte lysate. AID 1789. inhibition, % at 5.6 µM. Rabbit reticulocyte lysate, luciferase refolding luminescence, 3 h. 290,000 compounds, 0.91% hits;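 active means inhibition above the screen-wide mean plus 3 SD, computed separately per campaign, cut at about 16% in these data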;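 further: 0% = DMSO wells and 100% = 60 µM geldanamycin wells; inhibitors lower the luminescence because luciferase stays unfolded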
HIF activator: HIF pathway transcriptional activation; U2OS HRE-luciferase reporter, luminescence; normalized: DMSO 0%, desferrioxamine 100%; activation, % at 7.5 µM (by protocol); 300,000 compounds, 0.32% hits;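 active means mean activation of at least 10% of the iron chelator positive control signal, with at least half of replicates also reaching 10%; inconclusive means mean and replicate majority disagree about reaching 10%; inactive means mean and most replicates under 10%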
HSF1 inhib: HSF1 inhibition. NIH3T3-HGL HSE-luciferase, MG132-induced, luminescence 8 h; active compounds read low. activity change, negative = inhibition, % at 7.5 µM (by protocol). 300,000 compounds, 0.77% hits;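 active means more than half of replicate wells show activity change below -50%, luminescence cut by over half; inconclusive means some wells, but at most half, below -50%; inactive means no replicate well below -50%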;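 further: luciferase reports HSF-1 transcriptional activity via heat shock element; 0% = median of DMSO wells and -100% = zero luminescence signal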
Platelet DG rel: modulates dense granule release in human platelets; human platelet-rich plasma, SFLLRN dense granule ATP release, luminescence; inhibition, %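 (compounds screened at 7.5 µM in platelet-rich plasma)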; 300,000 compounds, 0.22% hits; AID 1663;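 active means mean replicate score, as percent of positive control, at or above 50; inconclusive means mean below 50 but at least one replicate at or above 50; inactive means mean and every replicate below 50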
Active calls of the source: *; ? = inconclusive; . = not tested or not shown. An unsorted share of the library (roughly 6% active in at least one column).

SMILES	KLF5 inh	SKKanGAS inh	AI-2 QS mod	aSyn 5UTR inh	IEC-6 tox	HSF1 activator	HSP90 inh	HIF activator	HSF1 inhib	Platelet DG rel
CN(C)S(=O)(=O)c1ccc(NC(=O)CNc2cc(S(=O)(=O)N3CCCC3)ccc2OCC(F)(F)F)cc1	-4	-2	1	0	-7	32	1	-0.3	2	-19
COc1ccccc1C(=O)NC(=S)Nc1ccc(N2CCOCC2)c(Cl)c1	-8	34	4	-21	5	-12	-2	-0.1	0	0
COc1ccc(N2CC(C)Cn3c2nc2c3c(=O)n(Cc3ccccc3)c(=O)n2C)c(OC)c1 (centres undefined)	-16	2	27	20	6	-17	-7	-0.1	5	2
COc1ccc(N2CC(C(=O)NCCN3C(=O)S/C(=C\c4cccnc4)C3=O)CC2=O)c(OC)c1 (centres undefined)	.	-9	2	8	.	2	.	0.1	0	-11
O=C(Nc1ccc(OCc2ccccc2)cc1)Nc1cccnc1	-15	-7	18	-17	9	-24	-4	-16	-10	5
Cc1ccc(-c2csc(SCC(=O)Nc3cc(C)on3)n2)cc1	-6	-17	5	-11	-4	2	-2	0.0	-10	-2
COc1cccc(C(C(=O)NC2CCCCC2)N(C(=O)c2ccco2)c2ccc(-n3cnnn3)c(C)c2)c1 (centres undefined)	-23	3	15	7	4	7	0	-0.7	3	3
O=C(O)CCc1ccc(-c2cccs2)n1NC(=O)c1ccco1	-24	0	4	-23	-4	-31	5	0.2	-5	2
CCOC(=O)C1=C(COC(=O)CNC(=O)c2ccc(C)cc2)NC(=O)NC1C (centres undefined)	-16	-4	23	-12	-4	13	1	-0.2	-6	0
CC12C(=O)N(c3ccccn3)C(=O)C1C1C=CC2C1 (centres undefined)	-33	0	16	5	8	-3	2	-0.1	-4	7
CCn1c(=O)c2sccc2n(Cc2ccc(C)cc2)c1=O	8	5	10	31	0	-9	1	1.1	-1	15
COc1ccccc1/C=C(/NC(=O)c1ccccc1)C(=O)NCCCn1ccnc1	-10	-1	23	15	0	0	-3	-0.3	-4	1
CC(=O)Nc1ccc(S(=O)(=O)NC2C3(C)CCC(C3)C2(C)C)cc1 (centres undefined)	-27	-3	10	33	-2	-18	-2	-1.1	-6	-3
COc1cc2c(cc1OC)CN(c1ccc([N+](=O)[O-])cc1C#N)CC2	-24	11	34	-1	2	19	-2	-0.1	17	-7
O=C(NCCCn1ccnc1)c1ccc(S(=O)(=O)N2CCOCC2)cc1	-22	-9	14	-3	-1	4	0	-0.7	-3	3
CCN1CCN(c2ccc(N3CCN(S(=O)(=O)c4ccc(C)c([N+](=O)[O-])c4)CC3)nn2)CC1	.	2	13	18	.	7	.	0.2	3	-3
Cn1c(=O)c([N+](=O)[O-])c(N2CCSCC2)c2ccccc21	0	0	-18	25	3	6	-1	-0.2	3	-7
Cc1ccccc1OCCSc1nc(N(C)C)nc(N(C)C)n1	-21	5	-6	4	5	17	-3	0.0	5	-4
O=C(c1ccc(S(=O)(=O)Nc2ccccc2F)cc1)N1CCN(c2ccccc2O)CC1	.	10	14	-7	.	-2	.	-1.0	0	-1
COc1ccccc1NC(=O)c1ccccc1NS(=O)(=O)c1cccs1	20	18	6	8	1	3	4	0.2	0	-8
O=C(NC(NC(=S)Nc1c(Cl)cc(Cl)cc1Cl)C(Cl)(Cl)Cl)OCc1ccccc1 (centres undefined)	-9	86*	0	5	6	15	-3	0.6	5	-10
O=C1CC(c2ccccc2)CN1C(=O)c1ccccc1 (centres undefined)	-49	-9	15	9	0	-18	4	-0.3	1	0
CC(C)(C)c1nc(NC(=O)Nc2ccccc2)sc1Br	-49	68*	23	-58	6	5	-2	2.0	7	2
COc1ccc(NC(=S)NC23CN4CN(CN(C4)C2)C3)cc1	-8	-1	1	35	-5	-12	-4	-0.1	-14	-19
Cn1c(=O)c2c(nc(CN3CCOCC3)n2CCN2CCOCC2)n(C)c1=O	-14	4	4	16	-4	-8	2	-0.4	0	10
CCOc1nc(S(=O)(=O)c2ccc(C)cc2)c(Cl)s1	-3	10	15	24	3	-3	3	0.2	-2	4
CCC1Oc2ccc(C)cc2N(CC(=O)NCc2ccccc2OC)C1=O (centres undefined)	-6	12	15	18	0	1	-1	0.0	1	1
CC1(C)Cc2c(sc(NC(=O)C(=O)N3CCN(CCO)CC3)c2C(N)=O)CO1	-17	-6	22	4	2	46	1	0.1	9	-3
CCOC(=O)c1sc(=S)n(-c2ccc(F)c(F)c2)c1N	-12	0	9	8	-3	42	4	-0.1	20	5
CCN(CCCNC(=O)CCCN1C(=O)COc2ccc(C)cc21)c1cccc(C)c1	-10	-7	17	1	1	101*	3	-0.5	68	-4
COc1cc(-c2nc3ccccn3c2/N=C/c2cc(OC)c(OC)c(OC)c2)ccc1O	-22	1	18	-3	-3	-5	-4	0.0	1	8
CCn1c2ccccc2c2cc(NC(=O)CSc3nnc(-c4ccc(OC)c(OC)c4)n3N)ccc21	-4	-2	12	13	3	5	-2	-0.3	-2	0
CC(C)(C)c1ccc(OCC(=O)N2CCN(c3ncccn3)CC2)cc1	-39	?	-86*	5	2	-2	-1	-0.4	-1	8
CC(C)C1=Nc2cccc3cccc(c23)N1	-26	6	26	-1	-6	6	-4	-0.5	-2	0
Clc1ccc(OCc2nnc(SCCN3CCCCC3)n2Cc2ccco2)cc1	-3	1	2	5	-3	21	0	-0.1	0	3
Cc1ccc(CN2CCN(C(=O)C3CCC3)CC2)cc1	-14	-6	11	11	1	-2	-2	0.2	-2	-1
COc1ccc(CNc2nc(-c3cccnc3)nn2C(=O)c2cccs2)cc1	-15	25	16	-18	8	-5	2	-0.2	2	18
O=S(=O)(c1cccc2nsnc12)N1CCCCC1	-9	-2	12	-7	-5	-22	6	-0.3	0	-1
Oc1c(/C=N/Nc2cccc3cccnc23)ccc2ccccc12	-12	-2	11	-164	4	1	0	2.1	9	1
COc1ccc(/C(C)=N/NC2=NCCN2)cc1Cl	-14	-3	5	-21	5	10	3	0.2	-1	3
N#Cc1c(N)n(-c2ccccc2N)c2nc3ccccc3nc12	-14	6	12	-15	1	-63	3	0.4	?	-6
CN1CCN(CCCN(Cc2ccco2)C(=S)Nc2ccc(Cl)cc2)CC1	-7	-4	6	12	2	-4	5	-0.7	3	-24
Cc1cccc(OCC(=O)Nc2ccc(N3CCN(C(=O)c4ccco4)CC3)cc2)c1	-11	2	9	13	-8	-16	-1	0.1	-8	-4
CCOC(=O)N1CCC(c2cc(=O)n3[nH]cc(C(=O)OC)c3n2)CC1	-8	2	24	3	-2	10	-2	0.0	0	12
CC1CCCN(C(=O)CCc2ccccc2)C1 (centres undefined)	-52	3	9	-7	-3	2	-1	0.1	8	13
O=C(Nc1nc2c(F)cccc2s1)c1ccco1	-119	-1	39	-121	-2	36	15	2.3	13	5
COC(=O)c1cc(C#N)c(N2CCOCC2)nc1C	-29	-6	9	4	6	-4	3	0.3	4	-2
O=C(Nc1cccnc1)c1ccc(NS(=O)(=O)c2cc([N+](=O)[O-])ccc2Cl)cc1	-7	2	15	17	-1	-6	2	-0.2	4	-8
COc1cccc(N2CCN(c3ccc4nnc(CCC(=O)Nc5cccc(C(C)=O)c5)n4n3)CC2)c1	-18	-3	18	14	-7	-4	-5	0.2	0	7
O=C(CN(C(=O)CCC(=O)Nc1nccs1)c1ccc2c(c1)OCO2)NCc1ccc(F)cc1	-8	0	34	-13	0	10	2	0.4	2	-18
CCC(=O)c1ccc(N2CCCCCC2)c(F)c1	-20	7	0	-133	0	50	3	1.7	13	-1
CCCN(CCC)C(=O)Cc1coc2ccc3ccccc3c12	3	-2	9	31	-7	26	-1	-2.3	15	-1
O=C(Nc1nc2ccccc2s1)c1ccccc1	-36	5	5	2	5	38	9	-1.5	27	3
CCOC(=O)CCC(=O)O[C@H]1[C@H](O[C@@H]2[C@@H](C)[C@H](O[C@H]3C[C@@](C)(OC)[C@@H](O)[C@H](C)O3)[C@@H](C)C(=O)O[C@H](CC)[C@@](C)(O)[C@H](O)[C@@H](C)C(=O)[C@H](C)C[C@@]2(C)O)O[C@H](C)C[C@@H]1N(C)C	-14	105*	-58	-9	-2	-22	0	0.2	2	6
COC(=O)c1cc(OC)c(OC)cc1NC(=O)c1cccc(OC)c1OC	-17	-1	-1	11	5	-4	-1	-0.4	1	1
Nn1c(SCc2ccc(F)cc2)nnc1-c1ccccn1	-44	-9	-50	-68	0	24	-1	3.2	12	25
CN(C)S(=O)(=O)c1ccc(N2CCCC2)c(C(=O)NNC(=O)c2ccc(Br)cc2)c1	.	-2	17	18	.	21	.	0.3	4	21
C[N+](C)(CC#Cc1ccccc1)CC(=O)c1ccc(Cl)cc1	15	5	20	-11	12	3	-1	-0.1	0	1
O=C(Nc1ncc(C(F)(F)F)cc1Cl)c1ccc(S(=O)(=O)N2CCOCC2)cc1	19	-4	26	-11	5	-12	6	0.3	-4	-1
C=CCOc1c(Br)cc(CNc2ccc3[nH]c(=O)[nH]c3c2)cc1OCC	-1	-2	38	3	8	-2	-4	0.1	-10	6

Next part
SMILES	KLF5 inh	SKKanGAS inh	AI-2 QS mod	aSyn 5UTR inh	IEC-6 tox	HSF1 activator	HSP90 inh	HIF activator	HSF1 inhib	Platelet DG rel
COc1ccc(NC(=O)C2CCN(S(=O)(=O)c3ccc(OC)c(OC)c3)CC2)cc1	-29	-4	31	20	0	2	-2	-0.4	-1	4
CCn1c(COc2ccccc2)nnc1SCC(=O)Nc1cc(C)ccc1OC	1	-2	24	21	-5	-13	-4	0.4	3	2
COc1cnn(-c2cc(Oc3ccc(C)cc3)ncn2)c(=O)c1Cl	-20	7	0	-14	-3	95*	2	0.1	45	1
Cc1ccc(Oc2ccc(N)cc2)cc1	10	27	35	39	1	-8	-2	-41	-3	-4
N#C/C(C(=O)N1CCCCC1)=C1/N=C(N)c2ccccc21	-17	-4	19	18	1	5	-3	-0.1	11	2
COc1ccc(OCC(=O)NNC(=O)c2ccc3c(=O)n4c(nc3c2)CCC4)cc1	-7	-7	20	-5	-1	-2	-4	-0.8	-5	-1
COc1ccc(CNC(=O)COc2ccc(OC)cc2)cc1	-16	-4	16	1	0	-12	3	0.5	-3	0
COc1ccc2c(c1)C(C1C(=O)CCCC1=O)c1ccccc1O2 (centres undefined)	-16	-8	14	10	0	-6	1	0.0	2	-38
Cc1ccc(CCNC(=O)CCS(=O)(=O)c2ccc(Br)cc2)cc1	7	-1	14	7	4	-3	-5	0.3	2	6
O=C(Nc1ccccc1)N(CCc1ccncc1)C1CCCCC1	-14	-4	17	12	0	0	-2	-0.2	4	-2
CN(CCOc1ccc(Cl)cc1)C(=O)c1ccc2c(=O)n3c(nc2c1)CCC3	.	-2	15	-6	.	-15	.	-0.1	4	.
Cc1ccc(S(=O)(=O)NC(=O)N2CCCN(Cc3ccc(F)cc3)CC2)cc1	-10	-3	18	12	-2	6	5	-0.2	3	1
